# Bioassay records (PubChem)
# FBPA coupling cs – counter-screen for Giardia aldolase inhibitors: coupling enzyme system; coupling enzyme system counterscreen, AmpLite Red fluorescence; activity change, negative = inhibition, % at 58.2 µM, hits read low; hit rate 0.67% among 290,000; in the data active = activity change below about -30%; also: % is scaled to controls: 0 for no effect and ±100 for the full control effect
#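 Activity here indicates interference with the coupling reaction, not aldolase inhibition. Compounds at 57.5 uM final met coupling enzymes for 10 min at RT; substrate and AmpLite Red detection followed, with a 525/598 nm fluorescence read after 20 min.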
# Giardia kill – kills Giardia lamblia. Giardia lamblia trophozoite viability. activity change, % at 7.66 µM, hits read low. hit rate 0.15% among 340,000. AID 540267; in the data active = activity change below about -80%; inconclusive = between about -30% and that limit;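 also: parasites exposed to compound for two days anaerobically before the ATP read; % is scaled to controls: 0 for no effect and ±100 for the full control effect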
#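 Luminescence from cellular ATP indicates surviving trophozoites (100 cells/well) following 48 hrs anaerobic compound treatment at 37 deg C; signal develops 15-30 min at room temperature.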
# Menin MLL FP TR – displaces Texas Red mutant MLL peptide from human menin; Menin + Texas Red MLL mutant peptide, fluorescence polarization; Potency, µM (top dose mostly 61.6 µM), without a hit: at the highest dose FP activity change, negative = inhibition, usual class: inhibitors; hit rate 0.23% among 270,000; AID 1768; active = well fitted inhibition curve with a large enough effect in the polarisation, with a control signal flat, not every such curve was filed as active; inconclusive = small, poorly fitted or top-dose-only effect, or effect the other way, or a change in a side signal; inactive = no such curve, though single readings can be large or run the other way; the % refers to the polarisation; also: potency is read from the fitted curve at half-maximal effect; % of control where 0% means no effect; many of its hits are not listed in these tables
# hERG WT inh – inhibitors of human wildtype KCNH2 potassium channel; Q12809; U2OS, BacMam KCNH2, thallium flux FluxOr; hits give low values; activity change, % at 1.84 µM; hit rate 0.37% among 340,000;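 active = maximum activity change below -70%; inconclusive = maximum activity change between -70% and -50%; inactive = maximum activity change above -50%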; also: % is scaled to controls: 0 for no effect and ±100 for the full control effect
#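 U2OS cells transduced with wild-type KCNH2 virus are loaded with FluxOr dye for 45 min, and thallium flux is measured in kinetic reads before and after stimulation buffer. Rate constants are normalized to DMSO controls.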
# CXXC DNA block – blocks binding of human MLL CXXC domain to DNA | Potency, µM (series often up to 115 µM), without a hit: at the top dose activity change, negative = inhibition, usual class: inhibitors | AID 2662 | MLL-CXXC / FITC-HOXA9 DNA fluorescence polarization | hit rate 0.037% among 290,000 | Q03164; active = well fitted inhibition curve with a large enough effect in the polarisation, with a control signal flat, not every such curve was filed as active; inconclusive = small, poorly fitted or top-dose-only effect, or effect the other way, or a change in a side signal; inactive = no such curve, though single readings can be large or run the other way; the % refers to the polarisation; also: potency is read from the fitted curve at half-maximal effect
#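 Steps: dispense CXXC domain solution (7 uM) → pin compounds or unlabeled HOX-A9 DNA control → 5 min ambient → add FLSN-HOX-A9 solution (50 nM) → spin → 30 min ambient → fluorescence polarization. Tris pH 7.5/NaCl/DTT/BSA buffer.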
# PKM2 activator – PKM2 (human) enzyme activation. hit rate 0.34% among 260,000. Potency, µM (highest dose often 57.5 µM), inactives show top-dose activation, most hits filed as activators. purified PKM2, Kinase-Glo ATP luminescence, activation; response scale: 0% is enzyme alone, no compound; also: potency is read from the fitted curve at half-maximal effect; % is scaled to controls: 0 for no effect and ±100 for the full control effect; nearly all actives have a fitted effect of over 55% in size
#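 Purified hPK-M2 (>95% pure) converted ADP (0.1 mM final) to ATP with 0.5 mM PEP in 50 mM imidazole pH7.2, KCl, MgCl2, Tween 20, BSA; 1 h at room temperature. ATP detected by Kinase-Glo luminescence.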
# GALK inhibitor – blocks human galactokinase activity; hit rate 0.007% among 270,000; Purified GALK, Kinase-Glo residual ATP luminescence; P51570; Potency, µM (series often up to 57.5 µM), inactives show at the highest dose activity change, negative = inhibition, usual class: inhibitors; AID 1868; also: potency is read from the fitted curve at half-maximal effect; % is scaled to controls: 0 for no effect and ±100 for the full control effect
#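 Kinase-Glo Plus luminescence measured ATP left after a 1 h room-temperature reaction. The reaction used 5 nM GALK, 100 uM galactose and 35 uM ATP at pH 8.0 (20 mM HEPES, 5 mM MgCl2, 60 mM NaCl, 1 mM DTT, 0.01% BSA).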
# USP2a inh – inhibitors of human ubiquitin-specific protease USP2a; hit rate 0.01% among 330,000; USP2 core, Ub-CHOP2 coupled fluorogenic reporter, 485/531; Potency, µM (doses to about 38.3 µM), for the others: at the top dose activity change, negative = inhibition, actives largely listed as inhibitors; AID 463254;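 also: potency is read from the fitted curve at half-maximal effect; plate controls were DMSO wells for no effect and full inhibition by NEM control for full effect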
#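 Deubiquitinase activity read as fluorescence (485/531 nm) after Ub-CHOP2 cleavage activates the enterokinase reporter on its substrate; USP2 core 10nM, Ub-CHOP2 and substrate 25nM each, 30min compound preincubation then 60min RT; data normalized to NEM, curves fitted.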
# B2AR arrestin – beta2AR (human) beta-arrestin recruitment activity | AID 492947 | Potency, µM (titrated, usually from 46.1 µM), for the others: at the highest dose activation, usual class: activators | beta-arrestin recruitment to beta2AR, cell-based reporter | hit rate 0.02% among 330,000 | P07550;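 also: potency is read from the fitted curve at half-maximal effect; 0% = DMSO controls and full agonism = EC100 isoproterenol or metaproterenol; nearly all actives have a fitted effect of over 65% in size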
# KCNH2 3.1 block – KCNH2 3.1 (human) potassium channel inhibition; U2OS KCNH2 3.1, thallium flux FluxOr; hits give low values; activity change, % (tested at about 1.8 µM); hit rate 0.95% among 340,000;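 active = maximum activity change below -70%; inconclusive = maximum activity change from -70% to -50%; inactive = maximum activity change above -50%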;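 also: thallium influx rate constant from kinetic fluorescence after stimulation buffer; % is scaled to controls: 0 for no effect and ±100 for the full control effect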
#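 Virally transduced U2OS (3.1 isoform, 4 h infection in dark at RT) → overnight 37 C → FluxOr + Red40 in HBSS/HEPES, 45 min → stimulation buffer, 2 min kinetic read → rate constant vs DMSO controls.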
# TRPV1 agonist – human TRPV1 agonism. activation, % at 8.33 µM. Q8NER1. AID 540275. hit rate 0.19% among 320,000. TRPV1-expressing cells, Fluo-8 calcium influx, agonist mode; in the data active = activation above about 80%; inconclusive = between about 30% and that limit; also: 0% is about no effect
#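 Cells expressing TRPV1 were dye-loaded with Fluo-8 and read kinetically: 10 s baseline, 3 min after compound (agonist portion), then 2 min after EC20 capsaicin (allosteric enhancer portion). Calcium-bound dye fluorescence at 480/520 nm.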
# Active calls of the source: *; ? = inconclusive; nt = not tested or not shown; [ ] = remark or other dose. Unless noted, calls follow the shape of the dose curve; as a rule, active = well fitted curve in the direction sought with a large enough effect; inconclusive = small, poorly fitted or top-dose-only effect, or another doubt; inactive = no such curve, though single readings can be large; an effect the other way counts as inactive or inconclusive. A portion of the library; rates above refer to the full screens.
Molecule,FBPA coupling cs,Giardia kill,Menin MLL FP TR,hERG WT inh,CXXC DNA block,PKM2 activator,GALK inhibitor,USP2a inh,B2AR arrestin,KCNH2 3.1 block,TRPV1 agonist
CSc1ccc(CN(C)CC(=O)Nc2ccccc2C(=O)NC2CC2)cc1,nt,6,nt,1,nt,nt,nt,-1%,0.0%,2,20
CC(=O)N[C@@H](CC(=O)O)C(=O)O,2,-27,25%[24.8 µM],8,nt,nt,nt,-2%,0.2%,6,-5
Cc1ccc(S(=O)(=O)NCC2CCC(C(=O)NCc3ccccn3)CC2)cc1 (stereo not given),3,-20,-13%,20,0%,6%,-1%,1%,-0.1%,-9,-1
O=C(OCCCN=C1NS(=O)(=O)c2ccccc21)c1ccccc1F,4,-24,1%,-1,2%,11%,-2%,-1%,4.7%,1,29
Cc1cc2cccc(C)c2nc1SCC(=O)NCC1CCCO1 (stereo not given),0,3,37%[activator],-5,-1%,-4%,3%,-1%,0.0%,6,2
CCN(CC)c1c([N+](=O)[O-])c(=O)n(CC)c2ccccc12,-9,-23,nt,-7,2%,-2%,-3%,5%,3.8%,-5,?
Oc1cccc(NC(=S)Nc2ccccc2)c1,3,-2,-4%,-13,19%,-1%,-2%,9%,-1.0%,-25,1
CCCc1nnc(NC(=O)c2ccc(N3C(=O)C4C5C=CC(C5)C4C3=O)cc2)s1 (stereo not given),0,-3,3%,12,12%,0%,7%,1%,0.1%,12,0
CCOC1OC(=O)C(Cl)=C1Nc1ccc(C)cc1 (stereo not given),-4,0,0%,5,-1%,0%,0%,-5%,0.4%,-1,24
COC(=O)C1(Cc2ccccc2)NC(c2ccccc2C)C2C(=O)N(c3ccc4c(c3)OCO4)C(=O)C21 (stereo not given),0,-5,-1%,2,-2%,7%,0%,-2%,-0.1%,14,4
O=C(NNC(=O)C1CCN(c2ncccn2)CC1)c1ccc(Cl)cc1,-2,1,26%,nt,-8%,-2%,-1%,1%,0.7%,-7,-1
O=C(N/C(=C/c1ccc(Cl)cc1)C(=O)N1CCCCC1)c1ccco1,2,24,1%,-2,-6%,0%,-3%,2%,-0.4%,nt,13

# Part of the list above in order of SMILES length, descending:
Molecule,FBPA coupling cs,Giardia kill,Menin MLL FP TR,hERG WT inh,CXXC DNA block,PKM2 activator,GALK inhibitor,USP2a inh,B2AR arrestin,KCNH2 3.1 block,TRPV1 agonist
COC(=O)C1(Cc2ccccc2)NC(c2ccccc2C)C2C(=O)N(c3ccc4c(c3)OCO4)C(=O)C21 (stereo not given),0,-5,-1%,2,-2%,7%,0%,-2%,-0.1%,14,4
O=C(NNC(=O)C1CCN(c2ncccn2)CC1)c1ccc(Cl)cc1,-2,1,26%,nt,-8%,-2%,-1%,1%,0.7%,-7,-1
CCOC1OC(=O)C(Cl)=C1Nc1ccc(C)cc1 (stereo not given),-4,0,0%,5,-1%,0%,0%,-5%,0.4%,-1,24
Oc1cccc(NC(=S)Nc2ccccc2)c1,3,-2,-4%,-13,19%,-1%,-2%,9%,-1.0%,-25,1

# Next entries.
Molecule,FBPA coupling cs,Giardia kill,Menin MLL FP TR,hERG WT inh,CXXC DNA block,PKM2 activator,GALK inhibitor,USP2a inh,B2AR arrestin,KCNH2 3.1 block,TRPV1 agonist
O=C(O)C1CN(c2ncccc2[N+](=O)[O-])C1,0,14,0%,1,1%,-1%,0%,3%,-0.2%,-11,4
COc1ccc(NS(=O)(=O)c2ccc(C(=O)NCC3(N4CCOCC4)CCCCC3)cc2)cc1,nt,-4,nt,2,nt,nt,nt,-1%,-0.2%,7,nt
Cc1c(C(=O)Nc2cccc(Cl)c2)cn2c(nc3ccccc32)c1C#N,0,2,3%,3,3%,1%,-2%,5%,0.7%,-16,3
CCc1ccc(NC(=O)N(CCCN2CCOCC2)Cc2cccs2)cc1,1,-9,-25%,29,-1%,1%,0%,-2%,0.3%,-15,12
COc1cc2c(c(OC)c1OC)C(c1ccc(O)cc1)CC(=O)O2 (stereo not given),-32*,-5,0%[94.6 µM],-25,nt,nt,nt,2%,-0.1%,9,nt
CC(=O)c1ccccc1NC(=O)COC(=O)C1CCCN1S(=O)(=O)c1ccccc1F (stereo not given),nt,12,nt,6,nt,nt,nt,-6%,0.2%,-2,2
COc1ccc(NC(=O)N2CCCC2C(=O)NCc2cccs2)cc1 (stereo not given),-1,3,0%,4,1%,-6%,-4%,4%,-0.1%,-7,1
Cc1cccc2sc(NC(=O)CCNS(=O)(=O)c3cccc4nonc34)nc12,2,-24,11%,6,14%,?,-2%,1%,0.0%,11,2
Cc1ccc(-c2ccc(/C=C3\SC(N4CCOCC4)=NC3=O)o2)cc1,-5,3,2%,-6,158%[activator],2%,4%,-1%,-0.4%,-3,?
O=C(NCc1cccc(F)c1)c1cccc2c1C(=O)c1ccc(N3CCOCC3)cc1S2(=O)=O,nt,?,nt,-2,nt,nt,nt,3%,0.0%,12,nt
O=C(Nc1cccc2ncccc12)c1cc(Br)ccc1Cl,0,-7,6%,-2,-4%,0%,-4%,-1%,0.0%,-17,10
O=C(CN1c2ccccc2Sc2ccccc21)N/N=C/c1ccc(Cl)cc1,0,8,nt,-3,-1%,1%,-1%,-1%,-0.3%,0,3
CC(C)CC1NC(=O)N(Cc2nc3ccccc3s2)C1=O (stereo not given),3,9,nt,34,-23%,-1%,6%,-1%,0.0%,10,4
CC(=O)N(C)C1=C(N2CCOCC2)C(=O)c2ccccc2C1=O,-56*,-26,-27%,-19,-2%,-10%,1%,1%,-0.7%,-25,0
COc1cc2[nH]c(-c3cccc(F)c3)cc(=O)c2cc1OC,1,-3,-2%,-45,14%,-1%,nt,0%,-0.6%,0,-1
COc1ccc(/C(C)=N/OCC(=O)N=Nc2c(O)[nH]c3ccc(Br)cc23)cc1,-2,-2,8%,-4,-4%,0%,-3%,4%,-0.2%,9,0
Cc1ccc(S(=O)(=O)N2CCN(C(=O)c3cc4c(s3)CCCC4)CC2)c(C)c1,nt,-3,nt,2,nt,nt,nt,1%,-0.3%,-2,1
CC(=O)Oc1ccc(-c2csc(Nc3ccc(Cl)cn3)n2)cc1,5,-14,?,-4,10%,-7%,3%,3%,-0.1%,0,3
CCOc1ccc(S(=O)(=O)N/N=C2/CC(c3ccccc3)Oc3ccccc32)cc1 (stereo not given),3,9,?,9,4%,5%,0%,-1%,-0.2%,-12,-1
COc1ccccc1-n1c(CCn2nc(C)c(Br)c2C)n[nH]c1=S,0,-15,-1%,0,16%,11%,1%,1%,-0.2%,4,3
Cc1c(Br)ccc(NC(=O)c2ccccc2[N+](=O)[O-])c1C,0,-5,?,-11,0%,-3%,1%,2%,-0.2%,10,21
CCCc1cc(=O)[nH]c2nnc(SCC(=O)Nc3nccs3)n12,nt,10,nt,-5,nt,nt,nt,1%,-0.1%,13,2
O=C(Cn1cc2c(n1)CCCCC2)Nc1ccccc1Cl,3,-14,nt,1,1%,0%,nt,2%,-0.4%,28,14
CCOC(=O)C1CCN(C(=O)c2cccc(N3C(=O)NC4CC3(C)Oc3ccc(C)cc34)c2)CC1 (stereo not given),nt,9,nt,4,13%,nt,3%,1%,0.0%,-9,-3
CN1CCN(c2ccccc2NC(=O)c2ccc(-c3ccc(Cl)c(Cl)c3)o2)CC1,nt,2,nt,-26,0%,8%,-1%,3%,0.0%,?,1
CC(C)c1ccc2oc(=O)cc(CN3CCN(Cc4ccccc4)CC3)c2c1,-1,5,?,8,11%,nt,2%,-2%,0.1%,-25,20
COc1ccc(C(=O)C2CCCN(Cc3ccc4c(c3)OCCO4)C2)cc1F (stereo not given),-3,4,nt,-17,-6%,-12%,3%,2%,1.2%,-22,9
O=C(Nc1ccc(Br)cc1)c1cccc(N2C(=O)C3C4C=CC(C4)C3C2=O)c1 (stereo not given),-1,-1,?,6,2%,-1%,-3%,0%,0.2%,-18,26
CCP(=O)(c1ccccc1)C(C)(C)O (stereo not given),2,-5,34%[activator],-1,3%,2%,1%,0%,-0.2%,9,1
O=C(Nc1ccc(Cl)cc1)ON=C1CCCC1,2,1,-3%,-2,12%,-5%,1%,5%,-0.8%,9,?
COc1cc(OC)cc(C(=O)N2CCN(Cc3ccccc3Br)CC2)c1,1,-2,-15%,2,-1%,0%,7%,0%,-0.8%,-18,8
